GPR55 activation: GPR55 agonists via beta-arrestin recruitment, primary screen, imaging, U2OS cells, beta-arrestin-GFP redistribution (AID 1961). G-protein coupled receptor 55 (Homo sapiens). U2OS GPR55 beta-arrestin-GFP redistribution imaging; higher % means a stronger effect. activation, % at 10 µM, or EC50 in µM where a hit was titrated. 0.048% of 290,000 active;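 active means activation above 40% with more than 50 cells counted in the well; inconclusive means wells holding fewer than 50 cells, flagged as toxic or sparse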;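 further: U2OS osteosarcoma cells stably expressing GPR55 and beta-arrestin-GFP; plate controls were DMSO negative control for no effect and LPI positive control for full effect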
GPR35 antagonists: GPR35 antagonists blocking zaprinast-driven arrestin recruitment, primary screen, imaging, U2OS, beta-arrestin-GFP, zaprinast agonist (AID 2058) | G-protein coupled receptor 35 (Homo sapiens) | U2OS GPR35 beta-arrestin-GFP translocation imaging, zaprinast antagonism; higher % means a stronger effect | one-dose inhibition, % at 10 µM; IC50 in µM for titrated hits | 0.052% of 290,000 active;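 active means inhibition of at least 50% with at least 30 cells and total cytoplasm GFP at most 10,000,000; inconclusive means under 30 cells or total GFP of 10,000,000 plus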
GPR55 LPI antagonism: GPR55 antagonists blocking LPI-driven arrestin recruitment, primary screen, imaging, U2OS, beta-arrestin-GFP, LPI agonist (AID 2013) | G-protein coupled receptor 55 (Homo sapiens) | U2OS GPR55 beta-arrestin-GFP translocation imaging, LPI antagonism; higher % means a stronger effect | inhibition, % at 10 µM, or IC50 in µM where a hit was titrated | 0.13% of 290,000 active;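 active means spots per cell inhibited over 60%, with over 100 cells counted and total cytoplasm intensity under 500,000; inconclusive means wells with under 100 cells, flagged as likely toxic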;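 further: U2OS cells stably carrying GPR55 and arrestin-GFP stimulated by 5 µM LPI near EC80; imaged beta-arrestin-GFP aggregate spots per cell after agonist stimulation; plate controls were LPI-stimulated DMSO wells for no effect and DMSO wells without LPI for full effect; some results filed as inactive read as strong as hits; confirmed hits need IC50 under 10 µM and bright autofluorescent wells are also inconclusive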
KOR beta-arrestin-1: KOR agonists, beta-arrestin recruitment, primary screen, cell-based, luminescence, uHTS (AID 1777); KOR beta-arrestin recruitment, luminescence; higher % means a stronger effect; activation, % at 10 µM; hits with a dose series show EC50 in µM; 0.02% of 280,000 active; in the data active means activation above about 50%, passing the limit was not always enough; further: a part of the inactive calls stands beside numbers as strong as those of hits
PhoP inhibition: inhibitors of PhoP regulon expression, primary screen, Salmonella Typhimurium, GFP reporter (AID 1863). S. Typhimurium PhoP-regulated promoter GFP reporter, 4 h; higher % means a stronger effect. inhibition, % at 50 µM, or IC50 in µM where a hit was titrated. 0.16% of 300,000 active;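 active means inhibition over 29.93%, a cutoff 3 SD above the screen mean, later confirmed by dose response; inconclusive means inhibition over 29.93% but no dose response follow-up; inactive means inhibition at most 29.93% or unconfirmed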;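 further: 0% = low Mg2+ inducing control and 100% = high Mg2+ repressing control; strong numbers were not always called active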
NTR1 agonist: agonists of NTR1, primary screen, imaging, U2OS cells, beta-arrestin-GFP, high content (AID 493036); NTR1-U2OS beta-arrestin-GFP spot imaging, agonist mode; Neurotensin receptor type 1 (Homo sapiens), P30989; activation, % at 20 µM; 0.17% of 330,000 active;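 active means activation at or above 40% of the spot to cytoplasm intensity ratio, with at least 20 cells analyzed; inconclusive means wells under 20 cells, flagged as cytotoxic or low count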;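 further: 0% = DMSO without peptide and 100% = 100 nM NTR1 peptide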
Target sequence (P30989 whole entry, looked up): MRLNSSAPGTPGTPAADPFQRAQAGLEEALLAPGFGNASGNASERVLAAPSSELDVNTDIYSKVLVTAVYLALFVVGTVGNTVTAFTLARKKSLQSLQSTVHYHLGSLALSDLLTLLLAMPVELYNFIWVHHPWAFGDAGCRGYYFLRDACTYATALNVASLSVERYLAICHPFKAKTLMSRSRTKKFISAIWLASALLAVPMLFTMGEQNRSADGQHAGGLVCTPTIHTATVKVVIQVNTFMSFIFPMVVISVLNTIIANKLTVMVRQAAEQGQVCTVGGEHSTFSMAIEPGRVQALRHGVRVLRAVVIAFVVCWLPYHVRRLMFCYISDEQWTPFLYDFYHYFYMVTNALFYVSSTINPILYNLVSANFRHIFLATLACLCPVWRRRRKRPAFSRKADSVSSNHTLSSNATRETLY
West Nile virus CPE: West Nile virus antiviral activity, cell-based, CPE readout (AID 1621); 0.02% of 290,000 active; one-dose CPE inhibition, % at 10 µM; IC50 in µM for titrated hits; West Nile virus-infected cells, CPE inhibition; higher % means a stronger effect; in the data active means a potency from the dose series; inconclusive means CPE inhibition mostly from about 3.7% at the one dose, without a potency; inactive means the rest, 99 in 100 with CPE inhibition below about 2.2%; further: strong numbers were not always called active
KOR beta-arrestin-2: KOR antagonists, beta-arrestin recruitment, cell-based, luminescence, uHTS (AID 1778). KOR beta-arrestin recruitment, luminescence, antagonist mode; higher % means a stronger effect. one-dose inhibition, % at 10 µM; IC50 in µM for titrated hits. 0.091% of 290,000 active; in the data active means inhibition above about 50%; further: strong numbers were not always called active
T cell modulator: modulators of CD8 T cell-vesicle binding, primary screen, mouse 2C CD8+ T cells, flow cytometry. AID 2052, 2009. 2C CD8+ T cell-vesicle binding; stronger effect = lower value. calls only at 7 µM. 0.068% of 330,000 active;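 active means response, share of CD8 T cells binding vesicles, and their 90th percentile fluorescence all below set limits, cut at about 80% in these data, passing the limit was not always enough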
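Test system: purified 2C TCR transgenic mouse naive CD8+ T cells. Probe or stimulus: QL9-peptide-loaded Drosophila micro-vesicles bearing Ld, ICAM-1 and B7-1. Incubation: binding step 1.5 h, 37 °C, antibody labelling 20 min, ice. Measured by: flow cytometry of vesicle-bound cells.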
T cell modulator vesicle-bound %: further read-out of T cell modulator, marked with its call; double positive events, %; measured here: CD8+ vesicle-bound cell fraction;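 binding gate set so that unloaded-vesicle control wells show 10% double positive cells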
NTR1 agonist cell count 20 µM: recorded beside NTR1 agonist, whose call it bears; cell count; measured here: cell count, cytotoxicity flag
* hit, by the source's call; [ ] = remark or other dose.

What do the screens show for `CCCCn1nnc(NC(=O)C(c2ccccc2)c2ccccc2)n1`?
GPR55 activation: 0.2%; GPR35 antagonists: 10%; GPR55 LPI antagonism: 9%; KOR beta-arrestin-1: -0.4%; PhoP inhibition: -5%; NTR1 agonist: 2.2; West Nile virus CPE: -0.9%; KOR beta-arrestin-2: -51%[20 µM]; T cell modulator: inactive; T cell modulator vesicle-bound %: 15; NTR1 agonist cell count 20 µM: 47

What do the screens show for `O=C(NCCN1CCCCC1)c1ccc(=O)oc1`?
GPR55 activation: -0.2%; GPR35 antagonists: 8%; GPR55 LPI antagonism: 0%; KOR beta-arrestin-1: 0.4%; PhoP inhibition: 10%; NTR1 agonist: 0.0; West Nile virus CPE: -0.8%; KOR beta-arrestin-2: -45%; T cell modulator: inactive; T cell modulator vesicle-bound %: 6; NTR1 agonist cell count 20 µM: 80

How did Nc1nc(-c2ccccn2)nc(N)c1Cc1ccc(Cl)cc1Cl do in these assays?
GPR55 activation: -0.3%; GPR35 antagonists: 3%; GPR55 LPI antagonism: 43%; KOR beta-arrestin-1: -20%; PhoP inhibition: 3%; NTR1 agonist: 1.5; West Nile virus CPE: inconclusive; KOR beta-arrestin-2: -111%; T cell modulator: inactive; T cell modulator vesicle-bound %: 45; NTR1 agonist cell count 20 µM: 87

Results for Nc1nc(NCc2ccco2)nc(N2CCCCCC2)c1[N+](=O)[O-] ?
GPR55 activation: -0.2%; GPR35 antagonists: -10%; GPR55 LPI antagonism: -18%; KOR beta-arrestin-1: 10%; PhoP inhibition: 12%; NTR1 agonist: 11; West Nile virus CPE: 0.1%; KOR beta-arrestin-2: -60%; T cell modulator: inactive; T cell modulator vesicle-bound %: 48; NTR1 agonist cell count 20 µM: 47

How did COc1cc2c(cc1OC)C(c1ccccc1O)NCC2 (centres undefined) do in these assays?
GPR55 activation: -0.1%; GPR35 antagonists: 8%; GPR55 LPI antagonism: -14%; KOR beta-arrestin-1: -2.2%; PhoP inhibition: 8%; NTR1 agonist: 0.4; West Nile virus CPE: -1.3%; KOR beta-arrestin-2: 3%; T cell modulator: inactive; T cell modulator vesicle-bound %: 56; NTR1 agonist cell count 20 µM: 71

How did Cc1nn(Cc2ccccc2)c(C)c1NC(=O)CSc1nc2c(c(C(F)(F)F)n1)CCc1ccccc1-2 do in these assays?
GPR55 activation: 0.2%; GPR35 antagonists: 7%; GPR55 LPI antagonism: 5%; KOR beta-arrestin-1: 3.0%; PhoP inhibition: -10%; NTR1 agonist: 4.8; West Nile virus CPE: -1.3%; KOR beta-arrestin-2: 15%; T cell modulator: inactive; T cell modulator vesicle-bound %: 30; NTR1 agonist cell count 20 µM: 51

How did O=C(CCl)Nc1cccc2ncccc12 do in these assays?
GPR55 activation: 0.1%; GPR35 antagonists: 0%; GPR55 LPI antagonism: 10%; KOR beta-arrestin-1: 0.5%; PhoP inhibition: 4%; NTR1 agonist: 4.5; West Nile virus CPE: 0.4%; KOR beta-arrestin-2: -13%; T cell modulator: inactive; T cell modulator vesicle-bound %: 3; NTR1 agonist cell count 20 µM: 44

What do the screens show for `O=C(CSc1nccn1-c1cccc(Cl)c1)NO`?
GPR55 activation: 0.6%; GPR35 antagonists: -8%; GPR55 LPI antagonism: 12%; KOR beta-arrestin-1: -5.4%; PhoP inhibition: 6%; NTR1 agonist: -0.6; West Nile virus CPE: 0.0%; KOR beta-arrestin-2: -30%; T cell modulator: inactive; T cell modulator vesicle-bound %: 23; NTR1 agonist cell count 20 µM: 62

How did CN(C)CCCNC(=O)c1ccccn1 do in these assays?
GPR55 activation: -0.1%; GPR35 antagonists: -8%; GPR55 LPI antagonism: 4%; KOR beta-arrestin-1: -4.9%; PhoP inhibition: -4%; NTR1 agonist: -3.7; West Nile virus CPE: 0.1%; KOR beta-arrestin-2: 8%; T cell modulator: inactive; T cell modulator vesicle-bound %: 30; NTR1 agonist cell count 20 µM: 87

What do the screens show for `Cc1cc(OC(=O)c2ccc(S(=O)(=O)N3CCCCC3)cc2)c([N+](=O)[O-])c(=O)[nH]1`?
GPR55 activation: -0.6%; GPR35 antagonists: 9%; GPR55 LPI antagonism: 0%; KOR beta-arrestin-1: -0.4%; PhoP inhibition: 4%; NTR1 agonist: 1.9; West Nile virus CPE: -0.6%; KOR beta-arrestin-2: -10%; T cell modulator: inactive; T cell modulator vesicle-bound %: 50; NTR1 agonist cell count 20 µM: 81

How did O=C(COC(=O)/C=C/c1cccc([N+](=O)[O-])c1)NCc1ccco1 do in these assays?
GPR55 activation: -0.2%; GPR35 antagonists: 11%; GPR55 LPI antagonism: 11%; KOR beta-arrestin-1: -3.4%; PhoP inhibition: 0%; NTR1 agonist: -0.4; West Nile virus CPE: -0.5%; KOR beta-arrestin-2: 11%; T cell modulator: inactive; T cell modulator vesicle-bound %: 1; NTR1 agonist cell count 20 µM: 47

Results for C=CCNc1nc(Cl)nc(Nc2ccc(OCC)cc2)n1 ?
GPR55 activation: -0.2%; GPR35 antagonists: -9%; GPR55 LPI antagonism: 15%; KOR beta-arrestin-1: -1.3%; PhoP inhibition: -2%; NTR1 agonist: 1.8; West Nile virus CPE: -0.6%; KOR beta-arrestin-2: 17%; T cell modulator: inactive; T cell modulator vesicle-bound %: 70; NTR1 agonist cell count 20 µM: 84

Results for O=C(Nc1ccccc1O)c1cc(S(=O)(=O)N2CCOCC2)c(Cl)cc1Cl ?
GPR55 activation: -0.2%; GPR35 antagonists: 19%; GPR55 LPI antagonism: 10%; KOR beta-arrestin-1: 5.6%; PhoP inhibition: 4%; NTR1 agonist: -0.1; West Nile virus CPE: -0.3%; KOR beta-arrestin-2: 21%; T cell modulator: inactive; T cell modulator vesicle-bound %: 58; NTR1 agonist cell count 20 µM: 62

How did C/C=C/CSc1nc2c(c(=O)[nH]c(=O)n2C)n1C(C)C do in these assays?
GPR55 activation: -0.2%; GPR35 antagonists: -1%; GPR55 LPI antagonism: 14%; KOR beta-arrestin-1: -5.5%; PhoP inhibition: 14%; NTR1 agonist: 3.6; West Nile virus CPE: -0.3%; KOR beta-arrestin-2: -11%; T cell modulator: inactive; T cell modulator vesicle-bound %: 16; NTR1 agonist cell count 20 µM: 79

What do the screens show for `Nc1c(C(=O)NCc2ccc3c(c2)OCO3)c2nc3ccccc3nc2n1CCCN1CCOCC1`?
GPR55 activation: 0.2%; GPR35 antagonists: -1%; GPR55 LPI antagonism: 14%; KOR beta-arrestin-1: -2.3%; PhoP inhibition: 1%; NTR1 agonist: 15; West Nile virus CPE: 1.8%; KOR beta-arrestin-2: 14%; T cell modulator: inactive; T cell modulator vesicle-bound %: 4; NTR1 agonist cell count 20 µM: 33

What do the screens show for `COc1cccc(CNc2cccc(C(F)(F)F)c2)c1O`?
GPR55 activation: 1.1%; GPR35 antagonists: -8%; GPR55 LPI antagonism: 9%; KOR beta-arrestin-1: -3.1%; PhoP inhibition: 1%; NTR1 agonist: 2.6; West Nile virus CPE: 0.1%; KOR beta-arrestin-2: -13%; T cell modulator: inactive; T cell modulator vesicle-bound %: 15; NTR1 agonist cell count 20 µM: 45

How did CN1CCN(c2nc3ccccn3c(=O)c2/C=C(\C#N)S(=O)(=O)c2ccccc2)CC1 do in these assays?
GPR55 activation: 0.0%; GPR35 antagonists: -3%; GPR55 LPI antagonism: 3%; KOR beta-arrestin-1: -0.3%; PhoP inhibition: -14%; NTR1 agonist: 1.9; West Nile virus CPE: 0.2%; KOR beta-arrestin-2: 22%; T cell modulator: inactive; T cell modulator vesicle-bound %: 31; NTR1 agonist cell count 20 µM: 38

Results for O=C(c1cccs1)N(CC1CCCO1)c1nc(-c2ccccc2)cs1 (centres undefined) ?
GPR55 activation: -0.1%; GPR35 antagonists: -10%; GPR55 LPI antagonism: -3%; KOR beta-arrestin-1: 12%; PhoP inhibition: -2%; NTR1 agonist: 5.4; West Nile virus CPE: -0.6%; KOR beta-arrestin-2: 9%; T cell modulator: inactive; T cell modulator vesicle-bound %: 38; NTR1 agonist cell count 20 µM: 42

What do the screens show for `CCCN1C(=O)C(O)(C2CC(=O)CC(C)(C)O2)c2ccccc21` (centres undefined)?
GPR55 activation: -0.1%; GPR35 antagonists: 5%; GPR55 LPI antagonism: 12%; KOR beta-arrestin-1: -2.9%; PhoP inhibition: 9%; NTR1 agonist: -0.6; West Nile virus CPE: -0.1%; KOR beta-arrestin-2: -32%; T cell modulator: inactive; T cell modulator vesicle-bound %: 38; NTR1 agonist cell count 20 µM: 45

What do the screens show for `CCn1c(SCC(=O)n2nc(C)cc2C)nnc1-c1ccc2c(c1)OCO2`?
GPR55 activation: -0.2%; GPR35 antagonists: -12%; GPR55 LPI antagonism: -3%; KOR beta-arrestin-1: -9.1%; PhoP inhibition: -15%; NTR1 agonist: -3.5; West Nile virus CPE: 0.8%; KOR beta-arrestin-2: -8%; T cell modulator: inactive; T cell modulator vesicle-bound %: 21; NTR1 agonist cell count 20 µM: 87

How did COc1ccc(C(C(=O)NC2CCCC2)N(C(=O)c2ccco2)c2cc3c(cc2C(C)=O)OCO3)cc1OC (centres undefined) do in these assays?
GPR55 activation: -0.2%; GPR35 antagonists: -11%; GPR55 LPI antagonism: 4%; KOR beta-arrestin-1: 3.0%; PhoP inhibition: 0%; NTR1 agonist: -0.3; West Nile virus CPE: 0.1%; KOR beta-arrestin-2: -20%; T cell modulator: inactive; T cell modulator vesicle-bound %: 41; NTR1 agonist cell count 20 µM: 53

Results for Cc1sc(NC(=O)CN2CCCC2)nc1-c1ccc2c(c1)CCN2C(=O)c1ccc(F)cc1 ?
GPR55 activation: 0.3%; GPR35 antagonists: -5%; GPR55 LPI antagonism: 3%; KOR beta-arrestin-1: 5.0%; PhoP inhibition: 5%; NTR1 agonist: 3.1; West Nile virus CPE: 0.5%; KOR beta-arrestin-2: -10%; T cell modulator: inactive; T cell modulator vesicle-bound %: 51; NTR1 agonist cell count 20 µM: 39

Bioassay records: PubChem BioAssay, several laboratories

Not a hit list. Share with any hit: about 0.62%.
